MOR-DOR inv ag: inverse agonists of human mu-delta opioid receptor heterodimerization. cell-based MOR-DOR heterodimer luminescence, inverse agonism. inhibition, % at 9.3 µM. 0.21% of 340,000 active; in the data active means inhibition above about 22%, passing the limit was not always enough;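 further: 0% = cells with DMSO and 100% = wells without cells with DMSO; values of inactives mirror those of a sister screen read the other way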
Wnt bcat act: Wnt/beta-catenin pathway activation | Wnt/beta-catenin reporter cell assay, activator, plate reader | activation, % at 9.35 µM | 1.2% of 300,000 active | AID 743398; in the data active means activation above about 30%, passing the limit was not always enough; inconclusive means no clear call, values can overlap the other calls;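 further: 0% = neutral control wells and 100% = positive control wells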
MOR-DOR ag: OPRM1-OPRD1 heterodimerization agonism; P35372+P41143; cells, luminescence; activation, % at 9.3 µM; 0.3% of 340,000 active; AID 504326; in the data active means activation above about 18%;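 further: 0% = vehicle-treated cells and 100% = reference agonist; values of inactives mirror those of a sister screen read the other way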
V-ATPase pHluor: yeast V-ATPase proton transport regulation by pHLuorin | S. cerevisiae, pHLuorin cytosolic pH fluorescence | response, % at 10 µM | 0.37% of 350,000 active; in the data active means response mostly above about 7.3%, no sharp cut-off; inactive means mostly below about 5.4%; further: actives read high; inactives centre near 0; some compounds called inactive have numbers as strong as hits; reference of the scale not given here
Arrestin-AP2 inh: human beta-arrestin and AP2 interaction inhibition; inhibition, % at 10 µM; 0.31% of 340,000 active; FITC-arrestin peptide / GST-AP2 beads, flow cytometry; AP2 beta2 appendage carries R879A mutation;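 active means inhibition above a set limit, near 3 SD of compounds lacking own fluorescence, cut at about 54% in these data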;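 further: plate controls were DMSO wells for no effect and 5 µM unlabelled arrestin peptide for full effect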
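System: GST-AP2 R879A bound to glutathione beads, E. coli-expressed. Also added: 50 nM FITC-arrestin peptide. Schedule: compound with beads 12 min RT, then probe 1 h RT. Signal: bead flow cytometry, FITC channel. Read-out basis: percent response.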
DSG3 Ab inh: blocks pemphigus antibody binding to human desmoglein-3. P32926. DSG3-coupled beads, scFv-anti-DSG3-GFP binding, flow cytometry; active compounds read low. binding (percent of control), % at 10 µM. 0.48% of 310,000 active;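 active means binding more than 3 SD below its plate's average and above zero; inconclusive means below that plate limit but binding exactly zero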;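 further: hits lower antibody fragment binding to DSG3; some compounds called inactive have numbers as strong as hits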
Keap1-Nrf2 PPI: inhibitors of human Keap1-Nrf2 protein-protein interaction. Q14145. Keap1 Kelch-Nrf2 peptide fluorescence polarization, 1536-well. inhibition, % at 9.4 µM. 0.15% of 340,000 active. AID 504523; in the data active means inhibition above about 12%; inconclusive means no clear call, values can overlap the other calls; inactive means below about 7.3%;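 further: human Keap1 Kelch domain with fluorescein labeled Nrf2 9mer peptide probe; 0% = neutral control wells and 100% = peptide positive control; higher means more block of Keap1 binding to Nrf2 peptide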
Target sequence (Q14145 whole entry, looked up, the tested form may be a part): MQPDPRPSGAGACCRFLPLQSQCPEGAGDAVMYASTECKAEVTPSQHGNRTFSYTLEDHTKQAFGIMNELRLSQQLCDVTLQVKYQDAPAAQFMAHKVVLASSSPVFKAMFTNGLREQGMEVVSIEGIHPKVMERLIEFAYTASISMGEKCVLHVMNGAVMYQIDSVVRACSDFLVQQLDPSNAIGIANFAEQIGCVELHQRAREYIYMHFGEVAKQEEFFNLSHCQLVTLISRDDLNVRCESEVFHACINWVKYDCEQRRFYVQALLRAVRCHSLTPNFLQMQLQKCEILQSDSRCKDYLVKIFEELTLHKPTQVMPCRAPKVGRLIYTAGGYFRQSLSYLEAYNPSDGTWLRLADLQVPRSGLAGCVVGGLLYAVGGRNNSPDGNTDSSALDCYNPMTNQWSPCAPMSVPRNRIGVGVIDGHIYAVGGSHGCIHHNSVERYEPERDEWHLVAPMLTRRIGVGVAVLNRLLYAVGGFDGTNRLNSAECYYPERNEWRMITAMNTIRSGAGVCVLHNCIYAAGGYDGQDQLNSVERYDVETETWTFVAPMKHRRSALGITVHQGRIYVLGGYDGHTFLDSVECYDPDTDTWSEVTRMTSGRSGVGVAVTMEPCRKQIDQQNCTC
LANA DNA inh: blocks KSHV LANA C-terminal domain binding to DNA | inhibition, % at 9 µM | 0.078% of 340,000 active | AID 504423 | MBP-C-LANA/FAM-LBS DNA binding, fluorescence polarization;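 active means highest replicate inhibition at or above 60% at 9 µM, even if other replicates fall short; inactive means all replicates below 60% inhibition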;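 further: 0% = neutral control wells and 100% = 4 µM acridine orange control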
RTF Ca sens inh: cardiac RTF calcium desensitization | inhibition, % at 7.15 µM | AID 493244 | IANBD-labeled cardiac RTF, Ca2+ fluorescence | 0.12% of 340,000 active;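 active means inhibition above the mean inhibition of all tested compounds plus 3 SD, cut at about 17% in these data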;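 further: assay run at fixed EC70 calcium of 1.6 mM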
cardiac RTF act: increases calcium sensitivity of human cardiac regulated thin filaments; 0.24% of 340,000 active; P19429+P45379; IANBD-labeled TnC RTF fluorescence at EC20 calcium; 0% EC20 calcium, 100% full calcium; activation, % at 7.2 µM; AID 493008;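 active means activation above the mean over all tested compounds plus 3 SD, cut at about 30% in these data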;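 further: rise in fluorescence read as greater calcium sensitivity of cardiac thin filaments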
* = called active by the depositor.

Screening CCCCN(C(=O)c1ccc(-c2ccc([N+](=O)[O-])cc2)o1)c1c(N)n(CCCC)c(=O)[nH]c1=O returned MOR-DOR inv ag 7, Wnt bcat act -2, MOR-DOR ag -1.2, V-ATPase pHluor -1, Arrestin-AP2 inh -8, DSG3 Ab inh 122, Keap1-Nrf2 PPI 5, LANA DNA inh -2.0, RTF Ca sens inh -7 and cardiac RTF act -1.
For O=C(c1ccc2ccccc2n1)N1CCN(S(=O)(=O)c2ccc(Cl)cc2)CC1 the results were MOR-DOR inv ag 11, Wnt bcat act -2, MOR-DOR ag -2.1, V-ATPase pHluor -3, Arrestin-AP2 inh 0, DSG3 Ab inh 103, Keap1-Nrf2 PPI 0, LANA DNA inh 2.1, RTF Ca sens inh -1 and cardiac RTF act -4.
`CC(C)(C)NC(=O)NC(=O)COC(=O)CNC(=O)C1CCCCC1` gave MOR-DOR inv ag 15, Wnt bcat act -1, MOR-DOR ag -3.0, V-ATPase pHluor 2, Arrestin-AP2 inh -5, DSG3 Ab inh 103, Keap1-Nrf2 PPI -6, LANA DNA inh -0.3, RTF Ca sens inh 6 and cardiac RTF act -1.
Cc1cc(NC(=O)c2cccs2)ncc1NC(=O)C(C)(C)C was read as MOR-DOR inv ag 1, Wnt bcat act 14, MOR-DOR ag -0.1, V-ATPase pHluor -3, Arrestin-AP2 inh -1, DSG3 Ab inh 90, Keap1-Nrf2 PPI 2, LANA DNA inh 12, RTF Ca sens inh -1 and cardiac RTF act 2.
Screening Cc1cccc(CCNC(=O)c2cc(S(=O)(=O)N3CCCCC3)c[nH]2)c1 returned MOR-DOR inv ag -1, Wnt bcat act -3, MOR-DOR ag 0.1, V-ATPase pHluor 4, Arrestin-AP2 inh 5, DSG3 Ab inh 101, Keap1-Nrf2 PPI 1, LANA DNA inh 0.5, RTF Ca sens inh -2 and cardiac RTF act -2.
Screening COc1cnn(-c2cccc(C)c2)c(=O)c1Cl returned MOR-DOR inv ag 7, Wnt bcat act 0, MOR-DOR ag -1.4, V-ATPase pHluor 1, Arrestin-AP2 inh -1, DSG3 Ab inh 107, Keap1-Nrf2 PPI -8, LANA DNA inh 4.5, RTF Ca sens inh -8 and cardiac RTF act -2.
For O=[N+]([O-])c1ccc(N/N=C/c2cccc(O)c2O)c(S(=O)(=O)N2CCOCC2)c1 the results were MOR-DOR inv ag -6, Wnt bcat act 1, MOR-DOR ag 1.3, V-ATPase pHluor 2, Arrestin-AP2 inh 36, DSG3 Ab inh 94, Keap1-Nrf2 PPI -2, LANA DNA inh -0.4, RTF Ca sens inh -2 and cardiac RTF act -3.
O=C(Nc1cc(Cl)ccc1Cl)c1ccc(-c2ccccc2)cc1 was read as MOR-DOR inv ag -3, Wnt bcat act -2, MOR-DOR ag 0.5, V-ATPase pHluor 0, Arrestin-AP2 inh -8, DSG3 Ab inh 121, Keap1-Nrf2 PPI 2, LANA DNA inh -0.9, RTF Ca sens inh 4 and cardiac RTF act -1.
For COc1ccc(-c2cn[nH]c2C)cc1OC the results were MOR-DOR inv ag -12, Wnt bcat act -2, MOR-DOR ag 2.0, V-ATPase pHluor -3, Arrestin-AP2 inh 12, DSG3 Ab inh 99, Keap1-Nrf2 PPI 3, LANA DNA inh -1.1, RTF Ca sens inh 7 and cardiac RTF act 6.
Screening CC(=O)CSc1nc2c(c(=O)[nH]c(=O)n2C)n1CCCc1ccccc1 returned MOR-DOR inv ag 3, Wnt bcat act 0, MOR-DOR ag -0.5, V-ATPase pHluor 0, Arrestin-AP2 inh -11, DSG3 Ab inh 108, Keap1-Nrf2 PPI -2, LANA DNA inh -2.5, RTF Ca sens inh 1 and cardiac RTF act 7.
For CCCN1C(=O)c2ccc(C(=O)Nc3ccc4c(c3)OCO4)cc2C1=O the results were MOR-DOR inv ag -6, Wnt bcat act 9, MOR-DOR ag 0.8, V-ATPase pHluor -1, Arrestin-AP2 inh -4, DSG3 Ab inh 96, Keap1-Nrf2 PPI -3, LANA DNA inh -0.8, RTF Ca sens inh -13 and cardiac RTF act 2.
`Cc1cccc(C(=O)NCC(=O)OCc2nnc(-c3ccccc3)o2)c1` gave MOR-DOR inv ag 16, Wnt bcat act 7, MOR-DOR ag -3.2, V-ATPase pHluor 1, Arrestin-AP2 inh -2, DSG3 Ab inh 99, Keap1-Nrf2 PPI -5, LANA DNA inh 1.5, RTF Ca sens inh -2 and cardiac RTF act 2.
`CCCCn1c(O)c(N=NC(=O)c2ccncc2)c2cc(Br)ccc21` gave MOR-DOR inv ag 2, Wnt bcat act 0, MOR-DOR ag -0.3, V-ATPase pHluor -2, Arrestin-AP2 inh 8, DSG3 Ab inh 85, Keap1-Nrf2 PPI -2, LANA DNA inh -0.1, RTF Ca sens inh -4 and cardiac RTF act -5.
For O=C(CCN1CCCC1)Nc1ccccc1 the results were MOR-DOR inv ag 12, Wnt bcat act 0, MOR-DOR ag -1.9, V-ATPase pHluor 3, Arrestin-AP2 inh 8, DSG3 Ab inh 99, Keap1-Nrf2 PPI -3, LANA DNA inh 1.1, RTF Ca sens inh 0 and cardiac RTF act -6.
For CC1=Nc2ccc(C)cc2/C1=C/c1c(N)n2c(S(=O)(=O)C(C)C)nsc2nc1=O the results were MOR-DOR inv ag 15, MOR-DOR ag -3.0, V-ATPase pHluor 1, Arrestin-AP2 inh 4, DSG3 Ab inh 104, Keap1-Nrf2 PPI inconclusive, LANA DNA inh 3.2, RTF Ca sens inh -7 and cardiac RTF act 14.
Screening CCC(C)N(C(=O)CSc1nnc(-c2ccco2)n1C)C1CCS(=O)(=O)C1 (centres undefined) returned MOR-DOR inv ag -4, Wnt bcat act -2, MOR-DOR ag 0.6, V-ATPase pHluor 1, Arrestin-AP2 inh 19, DSG3 Ab inh 100, Keap1-Nrf2 PPI 2, LANA DNA inh 0.7, RTF Ca sens inh -19 and cardiac RTF act 5.
For COc1ccc(CN2C(=O)c3cccnc3C2=O)cc1S(=O)(=O)N1CCOc2ccccc21 the results were MOR-DOR inv ag 0, Wnt bcat act -3, MOR-DOR ag 0.1, V-ATPase pHluor -2, Arrestin-AP2 inh 2, DSG3 Ab inh 94, Keap1-Nrf2 PPI -2, LANA DNA inh 0.0, RTF Ca sens inh -1 and cardiac RTF act 4.
Screening COC(=O)[C@H](C)N(Cc1ccc(Cl)c(Cl)c1)S(=O)(=O)CCN1CCCC1 returned MOR-DOR inv ag 12, Wnt bcat act -3, MOR-DOR ag -2.5, V-ATPase pHluor -1, Arrestin-AP2 inh -16, DSG3 Ab inh 107, Keap1-Nrf2 PPI 5, LANA DNA inh 1.3, RTF Ca sens inh -7 and cardiac RTF act 1.
For Cc1ccc(S(=O)(=O)N2CCN(c3ccc([N+](=O)[O-])c4cccnc34)CC2)cc1 the results were MOR-DOR inv ag -9, MOR-DOR ag 1.7, V-ATPase pHluor 2, Arrestin-AP2 inh 8, DSG3 Ab inh 98, Keap1-Nrf2 PPI -6, LANA DNA inh 1.0, RTF Ca sens inh 4 and cardiac RTF act 14.
For C/C(CCC(=O)O)=N/Nc1ccc([N+](=O)[O-])cc1[N+](=O)[O-] the results were MOR-DOR inv ag 14, Wnt bcat act -1, MOR-DOR ag -2.6, V-ATPase pHluor 0, Arrestin-AP2 inh 16, DSG3 Ab inh 122, Keap1-Nrf2 PPI -1, LANA DNA inh -0.9, RTF Ca sens inh 1 and cardiac RTF act -8.
`O=C(CCNC(=O)c1ccccc1Cl)Nc1cccc(S(=O)(=O)N2CCCCC2)c1` gave MOR-DOR inv ag 10, Wnt bcat act 8, MOR-DOR ag -1.8, V-ATPase pHluor -4, Arrestin-AP2 inh -6, DSG3 Ab inh 100, Keap1-Nrf2 PPI -2, LANA DNA inh -0.7, RTF Ca sens inh -1 and cardiac RTF act 5.
Screening CCOc1ccc(C(=O)Nc2ccccc2C#N)cc1[N+](=O)[O-] returned MOR-DOR inv ag 17, Wnt bcat act 1, MOR-DOR ag -2.8, V-ATPase pHluor 0, Arrestin-AP2 inh -19, DSG3 Ab inh 102, Keap1-Nrf2 PPI -5, LANA DNA inh -0.2, RTF Ca sens inh 8 and cardiac RTF act 3.
`Cc1ccc(S(=O)(=O)N(C)c2ccc(C(=O)NCC(c3ccco3)N(C)C)cc2)cc1` (centres undefined) gave MOR-DOR inv ag -18, Wnt bcat act -1, MOR-DOR ag 3.4, V-ATPase pHluor -1, Arrestin-AP2 inh 2, DSG3 Ab inh 96, Keap1-Nrf2 PPI -9, LANA DNA inh -0.2, RTF Ca sens inh -5 and cardiac RTF act 1.
CCc1ccc2oc(=O)cc(CN3CCCCC3C)c2c1 (centres undefined) was read as MOR-DOR inv ag -49, Wnt bcat act 14, MOR-DOR ag 9.7, V-ATPase pHluor 4, Arrestin-AP2 inh -1, Keap1-Nrf2 PPI 1, LANA DNA inh 0.0, RTF Ca sens inh -6 and cardiac RTF act -1.
O=c1cc(-c2ccco2)oc2ccc(Cl)cc12 was read as MOR-DOR inv ag 11, MOR-DOR ag -2.2, V-ATPase pHluor -2, Arrestin-AP2 inh 2, DSG3 Ab inh 99, Keap1-Nrf2 PPI -7, LANA DNA inh 1.5, RTF Ca sens inh 2 and cardiac RTF act 8.
Screening CCC1CCCCN1C(=O)COc1c(Br)cc(Br)c2cccnc12 (centres undefined) returned MOR-DOR inv ag -9, Wnt bcat act 2, MOR-DOR ag 1.7, V-ATPase pHluor 1, Arrestin-AP2 inh 3, DSG3 Ab inh 103, Keap1-Nrf2 PPI 1, LANA DNA inh -1.1, RTF Ca sens inh 2 and cardiac RTF act 2.
Cc1ccccc1NS(=O)(=O)c1cccc(-c2nnc(-c3ccccc3)o2)c1 was read as MOR-DOR inv ag -12, MOR-DOR ag 2.7, V-ATPase pHluor 4, Arrestin-AP2 inh 8, DSG3 Ab inh 97, Keap1-Nrf2 PPI -3, LANA DNA inh -1.9, RTF Ca sens inh -2 and cardiac RTF act -3.
Screening COC(=O)c1ccc(Cl)c(NC(=O)NC2CCCCC2)c1 returned MOR-DOR inv ag 12, MOR-DOR ag -2.2, V-ATPase pHluor 0, Arrestin-AP2 inh 5, DSG3 Ab inh 110, Keap1-Nrf2 PPI 0, LANA DNA inh 0.7, RTF Ca sens inh -13 and cardiac RTF act -8.
For COc1ccc(-c2cn3cccnc3n2)cc1 the results were MOR-DOR inv ag 5, Wnt bcat act 26, MOR-DOR ag -1.0, V-ATPase pHluor 4, Arrestin-AP2 inh -25, DSG3 Ab inh 102, Keap1-Nrf2 PPI -3, LANA DNA inh 0.0, RTF Ca sens inh -5 and cardiac RTF act -2.

Compound activity deposited in PubChem by several laboratories.
